Screens as filed in PubChem BioAssay.
Nrf2 block: inhibitors of Nrf2 signaling. A549 ARE-Fluc reporter, luciferase luminescence, 18-24 h. Potency, µM (doses to about 46 µM), without a hit: top-dose activity change, negative = inhibition, hits mostly inhibitors. 2.1% of 360,000 active. AID 504444; also: potency is read from the fitted curve at half-maximal effect; % is scaled to controls: 0 for no effect and ±100 for the full control effect; nearly all actives have a fitted effect of over 60% in size
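Nrf2 activity is the BugLite luminescence, read 15 min after reagent at room temperature, following CellTiter-Fluor cytotoxicity readout (30 min, 37C). Compound titrations were applied for 18-24 h to 5000 A549 ARE_Fluc cells/well in 5% FBS OPTI-MEM.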
CCT modulator: cytosolic chaperonin activity modulation; purified chaperonin ATPase assay, HTRF ADP detection, 30 min; activity change, % (concentration not given with the values), hits read low; 0.3% of 360,000 active; in the data active = activity change below about -30%; also: % is scaled to controls: 0 for no effect and ±100 for the full control effect
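TRiC at 40 or 20 nM final (batch-dependent) in 30 mM Tris pH 7.4, 100 mM KCl, 5 mM MgCl2, 1 mM DTT, with compound at single 76 uM and 10 uM ATP, 30 min at 37 deg C. ADP detected by HTRF Transcreener, 665/615 ratio.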
HepG2 tox: kills HepG2 cells in TGF-b inhibitor counter-screen; Potency, µM (top dose mostly 46.1 µM), for the others: top-dose activity change, negative = cytotoxicity, hits mostly cytotoxic; 0.76% of 410,000 active; HepG2 CAGA-GFP viability, ATP luminescence, 18 h; AID 588856; also: potency is read from the fitted curve at half-maximal effect; some results filed as inactive show a strong effect at the top dose
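CellTiter-Glo luminescence gave cytotoxicity after 18 hours at 37 degrees C. The cells were HepG2 CAGA-GFP in 1% FBS DMEM, stimulated with 500 pg/mL TGF-beta after compound addition. %Activity was normalised to no-cell wells (complete cell-killing) and DMSO (no toxicity), and curves were fitted and classified.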
Nrf2 ARE act: Nrf2 pathway activation. AREc32 ARE-luciferase reporter (MCF7-derived line), luminescence, 24 h. Potency, µM (titrated, usually from 46.1 µM), for the others: at the top dose activation, hits mostly activators. 0.31% of 410,000 active; also: potency is read from the fitted curve at half-maximal effect; % of control where 0% means no effect; nearly all actives have a fitted effect of over 65% in size
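Each well held 1000 AREc32 cells, which were incubated with compound for 24 hr at 37 deg C after overnight attachment, and ARE reporter activity was quantified by firefly luciferase luminescence.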
A549 tox: kills or reduces viability of A549 cells in Nrf2 counter-screen; A549 ARE-Fluc cells, CellTiter-Fluor viability, 18-24 h; AID 504648; Potency, µM (series often up to 46 µM), for inactives: top-dose activity change, negative = cytotoxicity, most hits filed as inhibitors; 0.16% of 390,000 active; also: potency is read from the fitted curve at half-maximal effect; % is scaled to controls: 0 for no effect and ±100 for the full control effect
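A549 ARE_Fluc cells in 5% FBS OPTI-MEM were exposed to compounds in concentration-response for 18-24 h at 37 deg C. Viability was read by CellTiter-Fluor fluorescence (Ex 405/Em 525) after 30 min, before the luciferase read.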
Abeta rescue: compounds reversing amyloid beta toxicity in yeast; 0.063% of 410,000 active; AID 1347071; yeast expressing A-beta42, growth rescue, OD600, 48 h; response scale: 0% DMSO, 100% iron-clioquinol control; Potency, µM (highest dose often 46.1 µM), inactives show top-dose growth rescue, most hits filed as activators; also: potency is read from the fitted curve at half-maximal effect; nearly all actives have a fitted effect of over 55% in size
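Yeast A-beta toxicity model in growth medium with pinned compounds, 48 h at 30 C; growth read as absorbance at 600 nm. Normalized to FeCl3/clioquinol equimolar mix (positive) and DMSO (negative).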
MmCpn inh: inhibitors of Methanococcus maripaludis chaperonin (MmCpn); Potency, µM (titrated, usually from 76.9 µM), without a hit: top-dose activity, negative = inhibition, actives largely listed as inhibitors; purified Mm-Cpn ATPase, ADP Transcreener TR-FRET; 0.031% of 330,000 active; also: potency is read from the fitted curve at half-maximal effect; % is scaled to controls: 0 for no effect and ±100 for the full control effect; nearly all actives have a fitted effect of over 80% in size
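Compound-treated chaperonin, 25 nM final, turns over 10 uM ATP at 37°C for 30 min following a 10 min preincubation; ADP generated competes with ADP-d2 for Eu-cryptate antibody, lowering FRET.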
pAkt inh: inhibitors of Akt phosphorylation | 0.32% of 360,000 active | Neuro2A IGF-stimulated pAkt S473 HTRF, 20 min; stronger effect = lower value | activity change, % for hits at 50 µM; in the data active = activity change below about -80%; inconclusive = mostly about -51% to -80%; also: % is scaled to controls: 0 for no effect and ±100 for the full control effect
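Single-point screen (50 µM final compound) in Neuro2A cells stimulated 20 min with 6 nM IGF at 37 deg C. After lysis, Ser473-phosphorylated Akt read by HTRF (ex 330 nm, em 615/665 nm) as the 665/615 ratio.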
TGFb inhibitor: blocks TGF-b signaling | HepG2 CAGA-GFP TGF-b/SMAD3 reporter, GFP fluorescence, 18 h; TGF-beta stimulated, 500 pg/mL final | Potency, µM (doses to about 46.1 µM), without a hit: at the highest dose activity, negative = inhibition, hits mostly inhibitors | 1.2% of 410,000 active; also: potency is read from the fitted curve at half-maximal effect; % is scaled to controls: 0 for no effect and ±100 for the full control effect; nearly all actives have a fitted effect of over 65% in size
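TGF-beta reporter screen: HEPG2 CAGA-GFP, 1% FBS, 500 pg/mL TGF-beta final, 18 h; per-cell GFP summed per well; curves fitted and categorized by class.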
An asterisk follows results filed as active; i = inactive; ? = inconclusive; . = not tested or not shown; [ ] = remark or other dose. Unless noted, calls follow the shape of the dose curve; as a rule, active = well fitted curve in the direction sought with a large enough effect; inconclusive = small, poorly fitted or top-dose-only effect, or another doubt; inactive = no such curve, though single readings can be large; an effect the other way counts as inactive or inconclusive. Not a hit list; 4.3% or so of the library scored in one or more.

No.	Molecule	Nrf2 block	CCT modulator	HepG2 tox	Nrf2 ARE act	A549 tox
1	O=C(NCC(c1ccccc1)N1CCCC1)C1CCN(C(=O)Nc2ccccc2)CC1 (stereo not drawn)	5%	-0.3	-1%	0.3%	-2%
2	COc1ccc(CN2CCNC(=O)C2CC(=O)N(C)CCCN2CCOCC2)cc1C (stereo not drawn)	-5%	-0.4	4%	0.3%	0%
3	Cc1cccc(OC(=O)c2cncc(Br)c2)c1	-8%	0.1	1%	2.8%	-1%
4	O=C(CSc1nc2ncccc2[nH]1)c1ccc(F)cc1	-11%	-0.1	-13%	18%	-1%
5	CCOC(=O)Nc1nnc(/C=C/c2ccc(OC)cc2)s1	25%	-1.0	10%	5.0%	-4%
6	O=C(CSc1nc2c(c(=O)n1-c1ccc(F)cc1)SCC2)NCc1ccco1	-7%	-1.7	4%	-0.4%	0%
7	N#Cc1c(N)nc2c(c1N)CC(=O)N2c1ccc(Cl)cc1	?	1.6	-20%	5.7%	-1%
8	Cc1cnc(NC(=O)CSc2nnc(COc3ccccc3)o2)s1	4%	0.1	-123%	-0.4%	3%
9	c1ccc(C2(CN3CCNC[C@@H]3CC3CCCCC3)CC2)cc1	24%	-2.8	-64%	-0.8%	1%
10	COC(=O)c1ccc(Cn2cnc3c(Cl)ncnc32)cc1	-18%	-0.6	-3%	?	-3%

No.	Abeta rescue	MmCpn inh	pAkt inh	TGFb inhibitor
1	-6%	0%	i	2%
2	10%	1%	i	-9%
3	0%	-1%	i	9%
4	8%	3%	i	0%
5	16%	0%	i	-1%
6	13%	0%	i	0%
7	-6%	1%	i	1%
8	4%	1%	i	?
9	3%	-12%	i	?
10	2%	.	i	-10%

The results go on:
No.	Molecule	Nrf2 block	CCT modulator	HepG2 tox	Nrf2 ARE act	A549 tox
11	Cc1ccc(/C=N/NC(=O)c2ccc3nc[nH]c3c2)s1	-2%	0.2	-24%	0.1%	?
12	CC(C)c1cc[n+](-c2nc([O-])sc2C=O)cc1	12%	-3.9	-1%	2.3%	-3%
13	CC(O)(c1cccnc1)c1nc(-c2cc(F)cc(F)c2)cs1 (stereo not drawn)	.	-0.2	-12%	1.4%	.
14	CCOC(=O)N1CCN(C(=O)c2c[nH]c3ccc(S(=O)(=O)N(C)c4ccccc4C)cc3c2=O)CC1	?	-4.5	0%	-0.4%	8%
15	CC(O)c1nc2ccccc2n1CCCc1ccccc1 (stereo not drawn)	-17%	-3.1	-26%	2.8%	-2%
16	Cc1ccc(S(=O)(=O)Nc2ccc3nc(-c4ccc(F)cc4)oc3c2)cc1	-15%	.	-105%	-2.2%	-1%
17	Cc1ccc(NC(=O)CN2C(=O)NC(Cc3ccccc3)C2=O)cc1Cl (stereo not drawn)	13%	-0.1	-40%	-0.5%	-3%
18	O=C(COc1ccc(Cl)cc1Cl)OCC(=O)N1CCCc2ccccc21	5%	-5.5	5%	-0.2%	-2%
19	CC(C)NC(=O)C1(C)CCN1C(=O)C1(c2ccccc2)CCCC1 (stereo not drawn)	.	-5.1	0%	-0.5%[9.22 µM]	.
20	O=C(COC(=O)CN1C(=O)C2CCCCC2C1=O)Nc1ccc(F)c(F)c1F (stereo not drawn)	8%	-0.5	3%	-0.6%	1%

No.	Abeta rescue	MmCpn inh	pAkt inh	TGFb inhibitor
11	2%	-2%	i	1%
12	13%	-2%	i	11%
13	5%	.	i	-6%
14	11%	-4%	i	2%
15	-11%	0%	i	-21%
16	11%	.	.	?
17	-20%	2%	i	?
18	?	0%	i	16%
19	14%	.	i	14%
20	7%	1%	i	-3%

Continuation:
No.	Molecule	Nrf2 block	CCT modulator	HepG2 tox	Nrf2 ARE act	A549 tox
21	Cc1nc2c(F)c(F)c(C(F)(F)F)c(F)c2[nH]1	?	-1.4	-30%	-0.7%	-16%
22	COc1ccccc1C1C(C(=O)Nc2ccccc2)=C(C)Nc2nc(-c3ccccc3)nn21 (stereo not drawn)	2%	.	-8%	0.6%	2%
23	CNC(=S)Nc1ccc(C(N)=O)cc1	3%	-1.9	-1%	-0.4%	3%
24	CCOC(=O)c1c(/N=C/c2cc(C)ccc2O)sc2c1CCC2	6%	-1.0	-8%	3.0%	-5%
25	Cc1cc(Nc2cccc(F)c2)n2c(n1)nc1ccccc12	1%	3.8	2%	-0.5%	3%
26	NNC(=O)c1ccc(CSc2nc3ccccc3[nH]2)cc1	-3%	-1.0	3%	4.1%	1%
27	CN(C(=O)CC1C(=O)NCCN1Cc1cccc(F)c1F)C1CCOCC1 (stereo not drawn)	5%	-0.3	0%	-0.5%	1%
28	CCCc1nc2ccccc2n1CC(O)COc1ccc(NC(C)=O)cc1 (stereo not drawn)	1%	0.3	8%	-0.8%	-11%
29	C/C(=N\NC(=O)c1c(Br)c(C)nn1C)c1ccc(NC(=O)C(C)Oc2ccc(Cl)cc2C)cc1 (stereo not drawn)	.	2.7	-8%	3.3%	0%
30	Cc1cc(N)n(-c2nc(-c3cccnc3)nc3ccccc23)n1	17%	-2.0	-48%	3.5%	?

No.	Abeta rescue	MmCpn inh	pAkt inh	TGFb inhibitor
21	-78%[inhibitor]	-3%	i	-9%
22	-8%	.	.	?
23	-10%	-2%	i	-16%
24	9%	-2%	i	3%
25	11%	1%	i	-3%
26	-18%	-7%	i	0%
27	-10%	-1%	i	14%
28	-13%	2%	i	-9%
29	5%	-8%	i	-2%
30	-22%	-3%	i	?

Carrying on:
No.	Molecule	Nrf2 block	CCT modulator	HepG2 tox	Nrf2 ARE act	A549 tox
31	Cc1ccc2[nH]c(=O)c(CN(Cc3ccccc3)Cc3nnnn3Cc3ccco3)cc2c1	-6%	.	0%	.	-9%
32	O=C(COc1ncnc2cc([N+](=O)[O-])ccc12)NC(=O)NC1CCCCC1	-12%	-0.6	-19%	0.2%	10%
33	CCCc1ncc(C(O)c2ccccc2OC)n1C (stereo not drawn)	0%	-0.7	-1%	0.0%	-8%
34	COCCCn1c(C23CC4CC(CC(C4)C2)C3)n[nH]c1=S	12%	2.1	-29%	-0.1%	13%
35	COc1ccc(-c2cc(=O)oc3cc(OCc4nn[nH]n4)ccc23)cc1	-5%	-3.9	-1%	0.4%	16%
36	O=C(Cn1c(-c2cccs2)cc2cc(F)ccc21)N1CCCCC1	?	.	-22%	10%	-13%
37	NS(=O)(=O)c1ccc(NC(=O)CNC(=O)c2ccc3c(c2)OCO3)cc1	-11%	-2.9	-2%	0.3%	0%
38	O=C(N/N=C/c1cn(-c2cccs2)nc1-c1ccccc1)c1ccc(O)cc1	7%	-1.1	-1%	0.5%[9.22 µM]	8%
39	CCCc1cc(=O)[nH]c(SCC(=O)Nc2cc(S(=O)(=O)N3CCCCC3)ccc2C)n1	?	1.5	16µM*	-1.6%	-16%
40	COCc1c(C(=O)Nc2nc(C)cs2)oc2ccccc12	?	0.1	1%	-0.4%	14%

No.	Abeta rescue	MmCpn inh	pAkt inh	TGFb inhibitor
31	.	.	.	10%
32	-6%	1%	i	?
33	-13%	2%	i	10%
34	3%	-1%	i	-4%
35	24%	1%	i	27%
36	?	.	.	?
37	0%	0%	i	-4%
38	-16%	-6%	i	0%
39	4%	1%	i	?
40	-11%	-4%	i	-4%

The listing continues.
No.	Molecule	Nrf2 block	CCT modulator	HepG2 tox	Nrf2 ARE act	A549 tox
41	CC(C)c1ccc(OCC(=O)Nc2cc(-c3nc4ncccc4o3)ccc2Cl)cc1	4%	.	-33%	-0.9%	-2%
42	COc1ccc(N2C(=O)C3C4C=CC(C4)C3C2=O)c([N+](=O)[O-])c1 (stereo not drawn)	19%	-2.9	-1%	0.3%	13%
43	CN(C(=O)CSc1nncc2ccccc12)C1CCCCC1	12%	1.0	44%	4.4%	-1%
44	O=C(NCc1ccc2c(c1)CCN2C(=O)c1ccncc1)c1cccc(F)c1	.	.	-7%	-0.9%	1%
45	CCN(CC)S(=O)(=O)c1csc(C(=O)Nc2ccccn2)c1	8%	-3.9	-5%	8.9%	-9%
46	O=C(Nc1cccc(Cl)c1Cl)c1ccccc1NC(=O)C1CC=CCC1C(=O)O (stereo not drawn)	10%	1.3	1%	24%	2%
47	CC(C(=O)O)N1C(=O)c2ccccc2C1=O (stereo not drawn)	2%	-1.7	-1%	0.4%	2%
48	COc1ccc(NC(=O)C2CCN(S(C)(=O)=O)CC2)c(OC)c1	-8%	-1.2	-20%	0.4%	-16%
49	COc1ccc(-n2c(=O)c3c4c(sc3n3c(=S)[nH]nc23)CCCC4)cc1	-13%	-4.3	-26%	-0.8%	5%

No.	Abeta rescue	MmCpn inh	pAkt inh	TGFb inhibitor
41	-22%	.	.	-1%
42	19%	-14%	i	-1%
43	8%	0%	i	2%
44	0%	.	.	34%[activator]
45	-6%	-1%	i	-3%
46	-1%	-1%	i	0%
47	-6%	0%	i	1%
48	-3%	-3%	i	-9%
49	-20%	1%	i	0%

Entries of single compounds, looked up by structure:
Record of O=C(COc1ccc(Cl)cc1Cl)OCC(=O)N1CCCc2ccccc21 : Nrf2 block: 5%; CCT modulator: -5.5; HepG2 tox: 5%; Nrf2 ARE act: -0.2%; A549 tox: -2%; Abeta rescue: ?; MmCpn inh: 0%; pAkt inh: i; TGFb inhibitor: 16%
Record of COc1ccc(CN2CCNC(=O)C2CC(=O)N(C)CCCN2CCOCC2)cc1C (stereo not drawn) : Nrf2 block: -5%; CCT modulator: -0.4; HepG2 tox: 4%; Nrf2 ARE act: 0.3%; A549 tox: 0%; Abeta rescue: 10%; MmCpn inh: 1%; pAkt inh: i; TGFb inhibitor: -9%
